# Screening results: PubChem, National Center for Advancing Translational Sciences (NCATS)
# HTT aggregate – qHTS Multiplex Assay to Identify Dual Action Probes in a Cell Model of Huntington: Aggregate Formation (GFP); PC12 HttQ103-GFP aggregates, Acumen cytometry, 40 h; Potency, µM (doses to about 46.1 µM), inactives show at the highest dose activity change, negative = inhibition, most hits filed as inhibitors; 220,000 tested, 1.1% active; AID 1688, 2009; note: potency is the fitted concentration of half-maximal effect; % is set by controls: 0 for no effect and ±100 for the full control effect; nearly all actives have a fitted effect of over 60% in size
#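 Read-out: GFP aggregate count by laser scanning cytometer (488 nm excitation, 500-530 nm emission, 1–25 µm objects >6 SD above background). Cells: PC12, inducible HTTex1-Q103-GFP, 100 nM tebufenozide; compounds titrated.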
# IMPase Li cell – qHTS Assay for Identifying the Cell-Membrane Permeable IMPase Inhibitors: Potentiation with Lithium. 210,000 tested, 0.35% active. AID 1457, 2008. Potency, µM (top dose mostly 59.4 µM), for inactives: at the highest dose activity, negative = IMPase inhibition, actives largely listed as inhibitors. CHO-M1 cells, IP1 TR-FRET (IP-One), carbachol + lithium;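 note: IP1 builds up when IMPase is blocked and the TR-FRET signal falls; potency is the fitted concentration of half-maximal effect; plate controls were basal vehicle for no effect and high inhibitor control for full effect; nearly all actives have a fitted effect of over 50% in size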
#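 Steps: plate 2000 CHO-M1 cells per well and culture 16–30 h; add compound and lithium; incubate 30 min, 37C; add d2-IP1 tracer and Eu cryptate anti-IP1 antibody in lysis buffer; read after 10 min at room temperature.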
# Luc counter – Counterscreen for Luciferase (Kinase-Glo TM) Inhibition; Kinase-Glo luciferase, ATP luminescence, 8 min; AID 1379, 2008; Luciferin 4-monooxygenase (Photuris pensylvanica), Q27757; 200,000 tested, 0.28% active; Potency, µM (titrated, usually from 38.3 µM), without a hit: top-dose activity change, negative = inhibition, most hits filed as inhibitors; note: potency is the fitted concentration of half-maximal effect; % is set by controls: 0 for no effect and ±100 for the full control effect; nearly all actives have a fitted effect of over 60% in size
#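 Inhibition of Kinase-Glo luciferase light generation was assessed at 10 uM ATP in pH 7.2 imidazole buffer, with luminescence measured after eight minutes at ambient temperature.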
# NPSR antagonist – qHTS Assay for Antagonists of the Neuropeptide S Receptor: cAMP Signal Transduction | Q6W5P4 | CHO-NPSR cells, cAMP TR-FRET, antagonist mode | Potency, µM (doses to about 38.3 µM), for inactives: at the top dose activity change, negative = inhibition, hits mostly inhibitors | 220,000 tested, 1% active; note: potency is the fitted concentration of half-maximal effect; % is set by controls: 0 for no effect and ±100 for the full control effect; nearly all actives have a fitted effect of over 50% in size; many of its hits are not listed in these tables
# Target sequence (Q6W5P4 whole entry, looked up): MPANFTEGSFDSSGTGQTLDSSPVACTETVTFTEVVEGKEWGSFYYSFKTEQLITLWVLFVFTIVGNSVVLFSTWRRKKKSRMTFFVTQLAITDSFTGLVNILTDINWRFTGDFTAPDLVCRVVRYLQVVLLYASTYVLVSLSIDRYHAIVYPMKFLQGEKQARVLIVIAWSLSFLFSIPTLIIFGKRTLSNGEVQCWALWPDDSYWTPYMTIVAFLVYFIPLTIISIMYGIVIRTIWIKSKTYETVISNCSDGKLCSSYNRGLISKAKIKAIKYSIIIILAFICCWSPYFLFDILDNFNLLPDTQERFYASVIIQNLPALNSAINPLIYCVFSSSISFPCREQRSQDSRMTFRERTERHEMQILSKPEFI
# CBFb-RUNX1 inh – qHTS Assay for Compounds Blocking the Interaction Between CBF-beta and RUNX1 for the Treatment of Acute Myeloid Leukemia; Runt-related transcription factor 1 (Homo sapiens) + Core-binding factor subunit beta …; AID 1477, 2009; 230,000 tested, under 10 active; AlphaScreen CBFb-His/RUNX1-biotin binding, biochemical; Potency, µM (top dose mostly 59.8 µM), for inactives: at the highest dose activity, negative = inhibition, hits mostly inhibitors; note: % of control where 0% means no effect
# Target sequence (Q01196 whole entry, looked up): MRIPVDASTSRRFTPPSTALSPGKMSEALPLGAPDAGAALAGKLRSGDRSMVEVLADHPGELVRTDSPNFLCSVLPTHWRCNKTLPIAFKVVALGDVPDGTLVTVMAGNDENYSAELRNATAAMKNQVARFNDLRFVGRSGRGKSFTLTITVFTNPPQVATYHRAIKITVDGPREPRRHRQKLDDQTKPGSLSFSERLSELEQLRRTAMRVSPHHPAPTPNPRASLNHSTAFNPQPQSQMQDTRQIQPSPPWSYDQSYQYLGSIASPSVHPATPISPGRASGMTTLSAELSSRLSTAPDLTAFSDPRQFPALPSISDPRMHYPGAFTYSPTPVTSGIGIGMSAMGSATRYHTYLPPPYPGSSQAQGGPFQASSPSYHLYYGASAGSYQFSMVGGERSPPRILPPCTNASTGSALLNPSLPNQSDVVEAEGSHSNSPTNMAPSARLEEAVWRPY
# Target sequence (Q13951 whole entry, looked up): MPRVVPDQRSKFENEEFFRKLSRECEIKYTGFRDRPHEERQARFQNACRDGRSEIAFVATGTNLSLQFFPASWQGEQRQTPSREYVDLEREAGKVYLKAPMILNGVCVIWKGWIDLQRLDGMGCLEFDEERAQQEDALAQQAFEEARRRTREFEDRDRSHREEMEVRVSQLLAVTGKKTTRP
#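 CBFb-His/RUNX1-biotin, 30 nM each, preincubated 20 min RT; compound 15 min RT; Ni + streptavidin beads 50 ng each, 90 min RT; AlphaScreen read.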
# LMNA splice mod – qHTS Assay for Modulators of Lamin A Splicing. HeLa LMNA splicing GFP/RFP minigene ratio, 48 h. Potency, µM (titrated, usually from 46.1 µM), for the others: top-dose ratio change, negative = inhibition, most hits filed as inhibitors. 200,000 tested, 0.01% active. AID 1487, 2009; active = well fitted inhibition curve with a large enough effect in the signal ratio, with a control signal flat, not every such curve was filed as active; inconclusive = small, poorly fitted or top-dose-only effect, or effect the other way, or a change in a side signal; the % refers to the signal ratio; note: potency is the fitted concentration of half-maximal effect; % is set by controls: 0 for no effect and ±100 for the full control effect
#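 Read-out is the ratio of GFP to DsRed2 object intensity, acquired by 488 nm laser-scanning cytometry on HeLa lamin A-EGFP minigene reporter cells. Compound incubation 48 hrs at 37 °C in Opti-MEM with 2% FBS; DMSO 0.5% final.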
# Epigenetic reg – Quantitative High-Throughput Screen for Regulators of Epigenetic Control; murine LDR cells, GFP reporter derepression, 30 h; 280,000 tested, 0.2% active; Potency, µM (doses to about 53.9 µM), without a hit: at the highest dose GFP activation, actives largely listed as activators; note: potency is the fitted concentration of half-maximal effect; % of control where 0% means no effect; nearly all actives have a fitted effect of over 60% in size
#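 Reporter derepression read as number of fluorescent GFP-positive objects, 20-120 um in size, counted by laser-scanning cytometer. Mouse LDR line with an epigenetically silenced CMV-GFP locus; compound incubation 30 h, 37 C.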
# * hit, by the source's call; u = inconclusive; x = no result given; [ ] = dose if it differs, or a comment. Unless noted, calls come from the whole dose curve; as a rule, active = well fitted curve in the direction sought with a large enough effect; inconclusive = small, poorly fitted or top-dose-only effect, or another doubt; inactive = no such curve, though single readings can be large; an effect the other way counts as inactive or inconclusive. An excerpt; rates above refer to the full screens.
# Keys – A = HTT aggregate; B = IMPase Li cell; C = Luc counter; D = NPSR antagonist; E = CBFb-RUNX1 inh; F = LMNA splice mod; G = Epigenetic reg
O=C(c1cc(-c2ccccc2)nc2ccccc12)N1N=C(C(F)F)CC1(O)C(F)F (configuration not stated)
  A: 0%; B: -12%[38.3 µM]; C: -6%; D: -13%[46.1 µM]; E: -1%; F: 1%; G: -0.7%

CC(=O)N(c1c(C)n(C)n(-c2ccccc2)c1=O)C1(C(=O)NC2CCCC2)CCCCC1
  A: -4%; B: -12%[38.3 µM]; C: 1%; D: -6%[46.1 µM]; E: 2%; F: -8%; G: 0.0%

COc1cc(NC(=O)C2=C(N3CCOCC3)/C(=C/c3ccc(Cl)cc3)CC2)cc(OC)c1OC
  A: 13%; B: 10%; C: -2%; D: -34%; E: -4%; F: -7%; G: -1.0%

Fc1ccc2nc(N3CCCC3)sc2c1
  A: -11%; B: 2%; C: -11%; D: 7%; E: 9%; F: 10%[46 µM]; G: -7.6%

CCOC(=O)c1ccccc1NC(=O)c1cccs1
  A: -17%; B: 0%[38.3 µM]; C: -4%; D: 3%[46.1 µM]; E: 28%; F: 1%; G: -2.4%

COCCn1nnnc1C(c1ccc(O)c(OC)c1)N1CCc2ccccc2C1 (configuration not stated)
  A: 6%; B: 16%[38.3 µM]; C: 2%; D: -2%[46.1 µM]; E: 2%; F: 5%; G: 0.0%

O=C(OCc1nc2ccccc2[n+]([O-])c1C(=O)c1ccccc1)c1cccs1
  A: 6%; B: 9%; C: -1%; D: -8%; E: -15%; F: 4%; G: -0.3%

N/C(=N\OC(=O)C1CCCCC1)c1cccc([N+](=O)[O-])c1
  A: 7%; B: 27%[38.3 µM]; C: -10%; D: -5%[46.1 µM]; E: 4%; F: 6%; G: -2.2%

O=C(CSc1nn(-c2ccc(F)cc2)c(=S)s1)N1CCN(C(=O)c2ccco2)CC1
  A: -6%; B: -7%[38.3 µM]; C: 1%; D: -22%[46.1 µM]; E: 3%; F: 2%; G: 1.6%

CC1=C(C(=O)OCC2CCCO2)C(c2ccc(C)cc2)C2=C(CCCC2=O)N1 (configuration not stated)
  A: 1%; B: 21%; C: -4%; D: 2%; E: u; F: x; G: -1.2%

Cc1ccc(CC2CC(=O)N(CCc3ccc4c(c3)OCO4)C2=O)cc1 (configuration not stated)
  A: -25%; B: 8%[38.3 µM]; C: 11%; D: -10%[46.1 µM]; E: 6%; F: 6%; G: 2.2%

CCc1c(C)nc(N)nc1Cl
  A: -7%[9.22 µM]; B: x; C: x; D: 10%; E: 5%; F: x; G: -1.0%

CCCCNC(=O)c1ccc2c(c1)N(CC)C(=O)CS2
  A: 11%; B: -7%[38.3 µM]; C: -5%; D: -20%[46.1 µM]; E: 4%; F: 9%; G: -4.3%

Nc1cc(N)c(OCC(F)(F)F)cc1OCC(F)(F)F
  A: 17%; B: 29%[38.3 µM]; C: -7%; D: 4%[46.1 µM]; E: -25%; F: 0%; G: 12%

N#C/C(=C\c1cccnc1)c1ccc(Br)cc1
  A: -18%[9.22 µM]; B: x; C: x; D: 12%; E: 1%; F: x; G: -1.0%

O=C(CCNC(=O)c1ccccc1Cl)Nc1ccc(Cl)c(C(F)(F)F)c1
  A: 2%; B: 4%; C: 1%; D: -20%; E: -6%; F: -3%; G: 0.0%

O=C(Nc1ccc(N2CCOCC2)cc1)C1CCN(C(=O)OCc2ccccc2)CC1
  A: -6%[9.22 µM]; B: x; C: x; D: 6%; E: 5%; F: x; G: -1.0%

C/C(=N\NC(=O)c1ccc(N/N=C(\C)c2ccc(O)cc2)cc1)c1ccc(O)cc1
  A: 1%[9.22 µM]; B: x; C: x; D: u; E: -5%; F: -10%[46 µM]; G: 2.1%

COCCCn1c(C)nnc1-c1cnn(-c2ccccc2)c1N
  A: 8%; B: 2%; C: 1%; D: 0%; E: 21%; F: x; G: -0.9%

CCn1cc(C(=O)O)c(=O)c2cnc(N3CCN(C(=S)NC(=O)c4ccc(Br)cc4)CC3)nc21
  A: -6%[9.22 µM]; B: x; C: x; D: -18%; E: -2%; F: x; G: -0.8%

COC(=O)C1CN(S(=O)(=O)c2ccccc2)CCN1S(=O)(=O)c1ccccc1 (configuration not stated)
  A: -12%; B: 1%[38.3 µM]; C: 4%; D: 3%[46.1 µM]; E: -4%; F: 2%; G: -0.2%

CC(C)NC(=O)C(=O)c1cn(C)c2ccccc12
  A: 14%; B: -3%; C: -2%; D: 8%; E: 4%; F: x; G: 1.6%

CCOc1ccccc1N(CC(=O)NC(C)(C)C)C(=O)c1ccc(CN2CCOCC2)o1
  A: 14%; B: 0%[38.3 µM]; C: 14%; D: -5%[46.1 µM]; E: 4%; F: 2%; G: -0.2%

CCN(CC)CCCCn1c(-c2ccccc2)nc2c(NCCOC)nc(C)nc21
  A: x; B: 7%; C: -2%; D: x; E: 7%; F: x; G: 0.2%

CCOC(=O)C(NS(=O)(=O)c1ccc(C)cc1)(C(F)(F)F)P(=O)(OCC(C)C)OCC(C)C (configuration not stated)
  A: 9%; B: 6%; C: 0%; D: -8%; E: 6%; F: -6%; G: 0.0%

Cc1cc(C)c(C#N)c(SCS(=O)Cc2ccc(Cl)cc2)n1 (configuration not stated)
  A: -1%; B: 1%[38.3 µM]; C: -4%; D: -21%[46.1 µM]; E: 5%; F: -4%; G: 0.0%

O=C(Nc1ccccc1)N1CCC(C(=O)N(Cc2ccco2)Cc2cccs2)CC1
  A: u; B: 7%[38.3 µM]; C: 1%; D: -4%[46.1 µM]; E: 10%; F: 14%; G: -1.0%

Nc1c(-c2ccccc2)c(CSc2nc3ccccc3[nH]2)nn1-c1cccc(C(=O)O)c1
  A: 14%; B: -12%; C: 1%; D: 4%; E: -1%; F: u; G: -0.3%

Nc1ncnc2nc(SCC(=O)N3CCN(c4ccccc4)CC3)[nH]c12
  A: -10%; B: -4%[38.3 µM]; C: 1%; D: -10%[46.1 µM]; E: 2%; F: 7%; G: -4.0%

COc1ccc(NC(=O)C2CCN(S(=O)(=O)c3ccc(C)cc3)CC2)cc1OC
  A: -2%; B: 2%[38.3 µM]; C: 3%; D: -8%[46.1 µM]; E: -4%; F: 9%; G: -2.9%

# Arranged by the number under IMPase Li cell (largest number first): 3 from the list above.
SMILES | HTT aggregate | IMPase Li cell | NPSR antagonist | CBFb-RUNX1 inh | LMNA splice mod | Epigenetic reg
O=C(CCNC(=O)c1ccccc1Cl)Nc1ccc(Cl)c(C(F)(F)F)c1 | 2% | 4% | -20% | -6% | -3% | 0.0%
COCCCn1c(C)nnc1-c1cnn(-c2ccccc2)c1N | 8% | 2% | 0% | 21% | x | -0.9%
Nc1c(-c2ccccc2)c(CSc2nc3ccccc3[nH]2)nn1-c1cccc(C(=O)O)c1 | 14% | -12% | 4% | -1% | u | -0.3%

# The list goes on:
# Keys – A = HTT aggregate; B = IMPase Li cell; C = Luc counter; D = NPSR antagonist; E = CBFb-RUNX1 inh; F = LMNA splice mod; G = Epigenetic reg
O=C1C2C3C=CC(C4CC34)C2C(=O)N1/N=C/c1cccs1 (configuration not stated)
  A: -5%; B: -8%; C: -1%; D: 13%; E: u; F: 3%; G: 0.0%

COc1ccc(C)cc1-n1[nH]nnc1=S
  A: 19%; B: 1%; C: -3%; D: 14%; E: -3%; F: u; G: 1.5%

O=C(NCc1ccccc1Cl)C1CCCN(c2nc3ccsc3c(=O)s2)C1 (configuration not stated)
  A: -6%; B: u; C: -5%; D: u; E: 2%; F: u; G: 11%

CCOC(=O)c1ccc(N2C(=O)CC(Nc3ccc(O)cc3)C2=O)cc1 (configuration not stated)
  A: 17%[9.22 µM]; B: x; C: x; D: 1%; E: -1%; F: x; G: 0.2%

O=C(O)CCC(NS(=O)(=O)c1ccc(N2CCCC2=O)cc1)C(=O)O (configuration not stated)
  A: -2%; B: 41%[38.3 µM]; C: 0%; D: -6%[46.1 µM]; E: -5%; F: 0%; G: 4.8%

O=C(OCC(=O)N1CCN(c2ccccc2)CC1)c1ccccn1
  A: 16%; B: -3%[38.3 µM]; C: 0%; D: -10%[46.1 µM]; E: -1%; F: 5%; G: -1.1%

CCC(=O)NNc1cccc(Cl)n1
  A: -3%; B: 21%[38.3 µM]; C: 1%; D: -2%[46.1 µM]; E: 5%; F: -4%; G: 0.8%

CC(C)(C)NC(=O)NC(=O)COC(=O)C1=COCCO1
  A: -7%; B: 11%[38.3 µM]; C: -1%; D: -10%[46.1 µM]; E: -2%; F: -7%; G: 0.1%

CC1(C)CC(=O)c2cc(C(=O)Nn3cnnc3)c(=O)n(-c3ccccc3)c2C1
  A: -10%; B: 15%[38.3 µM]; C: 0%; D: -11%[46.1 µM]; E: -3%; F: -11%; G: 1.9%

CN(C)c1ccc(/C=N/NC(=O)c2ccc3nc[nH]c3c2)cc1
  A: 3%[9.22 µM]; B: x; C: x; D: 38%; E: -1%; F: x; G: -4.6%

CCOC(=O)CSc1nnc(-c2ccncc2)o1
  A: 5%; B: 2%; C: 2%; D: 28%[46.1 µM]; E: 0%; F: -9%; G: 0.0%

Brc1ccc(-c2cn3nc4c(nc3n2)CCCC4)cc1
  A: 15%; B: 24%[38.3 µM]; C: u; D: -7%[46.1 µM]; E: -1%; F: -3%; G: -1.0%

COc1ccc(C2CC(c3ccccc3)=NN2C(=O)COC(=O)C2CC2)cc1 (configuration not stated)
  A: 11%; B: 10%; C: -2%; D: -21%; E: 0%; F: -6%; G: -0.9%

Cc1c(C(=O)O)cccc1-c1ccc(C=O)o1
  A: -11%; B: -10%; C: -8%; D: 9%; E: -2%; F: -14%; G: 0.0%

O=C1CCc2cc(S(=O)(=O)N3CCN(C(=O)c4ccco4)CC3)ccc2N1
  A: 3%; B: -9%[38.3 µM]; C: -3%; D: -7%[46.1 µM]; E: 4%; F: 12%; G: 2.2%

Clc1ccc(-c2nc(N3CCCCC3)nc3ccccc23)cc1
  A: -21%; B: 10%; C: 0%; D: -6%[46.1 µM]; E: 17%; F: 0%; G: -0.8%

Cc1cccc(-c2noc(-c3ccccc3C(=O)NCc3ccco3)n2)c1
  A: 41%[9.22 µM]; B: x; C: x; D: -12%; E: -4%; F: x; G: 0.0%

CCN(CC)CCn1c(=N)n(CCOc2ccccc2)c2ccccc21
  A: -22%; B: 53%[activator][38.3 µM]; C: 2%; D: -23%[46.1 µM]; E: 2%; F: u; G: -1.5%
